Compound activity (PubChem BioAssay)
GSIS activator: GLuc luminescence reporter in INS-1E cells, primary screen for activators of glucose-dependent secretion of insulin; AID 743287, 2014; activation, % at 16.6 µM; actives 0.61% (n = 370,000); INS-1E GLuc reporter insulin secretion, 2-3 h;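 active = lowest replicate activation of at least 40%, so every replicate reaches that level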;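 note: 0% = median of neutral control wells and 100% = median of IBMX positive control wells; some compounds called inactive have numbers as strong as hits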
XiGFP reactiv: activators of inactive X chromosome reactivation, primary screen, imaging, XiGFP fibroblasts, GFP high-content imaging, set 2; AID 743238, 2013; actives 0.055% (n = 360,000); XiGFP mouse fibroblasts, % GFP-positive cells imaging, 3 d; cells co-treated with 5-aza-dC sensitizer; scaled so ellipticine positive control = 100%; activation, % at 7.58 µM;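 active = mean normalized replicate activation at least 10% and every replicate at or above 10%; inconclusive = only one of the two criteria met; inactive = mean below 10% and not all replicates reach 10%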;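 note: 0% = median of on-plate neutral control wells and 100% = ellipticine 6 µM median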
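Assay system – SV40-immortalized XiGFP fibroblast cells, line 68-5-11 · Buffer or medium – DMEM supplemented with 5-aza-dC as sensitizing agent · Dosing – one concentration, pinned · Benchmarks – positive control ellipticine, 6 µM final · Times – 3 days compound exposure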
DENV2 CPE rescue: inhibitors of DENV2 cytopathic effect, primary screen, cell-based, plate reader, single concentration; DENV2-infected cells, cytopathic effect rescue; CPE inhibition, % at 9.99 µM; actives 1.7% (n = 350,000); AID 651640, 2012; in the data active = CPE inhibition above about 20%, passing the limit was not always enough; inconclusive = no clear call, values can overlap the other calls; tested in BHK-21 cells;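 note: 0% = median of neutral control wells and 100% = median of positive control wells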
EWS-Fli inh: EWS/Fli-driven NR0B1 reporter inhibitors, primary screen, A673 cells, NR0B1 luciferase, luminescence, MLPCN library. viability-normalised. inhibition, % at 12.6 µM. actives 0.67% (n = 350,000);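 active = mean inhibition of at least 50% after viability correction, with every replicate also passing that limit; inconclusive = mean reaches 50% but only one of two replicates passes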;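 note: firefly luciferase signal divided by Alamar Blue viability fluorescence both relative to DMSO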
ARNT-TACC3 inh: disruptors of ARNT/TACC3 protein interaction, primary screen, biochemical, AlphaScreen, single concentration; Transforming acidic coiled-coil-containing protein 3 (Homo sapiens), Q9Y6A5; AlphaScreen His-ARNT PAS-B/GST-TACC3 binding, luminescence; TACC3 fragment carries E629A point mutation; inhibition, % at 9.99 µM; actives 0.66% (n = 390,000); AID 623870, 2012;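 active = mean inhibition of replicates at least 50% and at least half of replicates each reaching 50%; inconclusive = half or more replicates reach 50% but mean below 50%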;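 note: 0% = complete ARNT plus TACC3 wells and 100% = ARNT alone without TACC3; many hits fall short of the cut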
CFTR F508del cor: F508del CFTR correction, initial screen, CFBE line, single point; CFBE cells, YFP halide quenching; stimulated with forskolin plus potentiator P3; % fluorescence drop versus neutral controls; AID 720511, 2013; actives 0.36% (n = 350,000); activity (quench increase), % at 7.58 µM;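 active = mean added fluorescence quench of at least 8% versus neutral control, with both replicates also reaching 8%; inconclusive = only one of the mean or replicate conditions met; inactive = mean below 8% and not both replicates reaching 8%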;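 note: cells transiently co-express mutant CFTR-F508del with the halide-sensitive YFP; corrector assay measuring rescue of mutant channel to the surface after 24 h compound exposure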
ERp5 block: inhibitors of ERp5-driven insulin aggregation, primary screen, biochemical, turbidity, absorbance 650 nm, single point | Protein disulfide-isomerase A6 (Homo sapiens), Q15084 | 90 min | inhibition, % at 9.99 µM | actives 0.05% (n = 350,000) | AID 651711, 2012;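 active = mean replicate inhibition above about 25%, with every replicate also reaching it, limit read from the data, passing the limit was not always enough; inconclusive = only one of those two criteria met; inactive = neither criterion met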
Target sequence (Q15084 whole entry, looked up): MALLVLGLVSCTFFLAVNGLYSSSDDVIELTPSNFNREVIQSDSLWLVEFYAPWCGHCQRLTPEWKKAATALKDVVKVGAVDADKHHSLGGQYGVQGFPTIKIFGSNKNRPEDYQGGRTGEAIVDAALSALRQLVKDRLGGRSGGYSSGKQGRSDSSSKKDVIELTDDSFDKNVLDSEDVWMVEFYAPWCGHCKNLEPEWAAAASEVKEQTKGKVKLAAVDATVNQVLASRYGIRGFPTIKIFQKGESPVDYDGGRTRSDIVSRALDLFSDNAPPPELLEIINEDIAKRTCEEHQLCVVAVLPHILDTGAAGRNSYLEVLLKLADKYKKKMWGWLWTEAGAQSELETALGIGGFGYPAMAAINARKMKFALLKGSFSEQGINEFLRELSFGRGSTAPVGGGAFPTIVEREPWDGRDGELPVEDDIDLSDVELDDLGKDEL
PAX8 reporter: inhibitors of PAX8-driven TPO luciferase reporter, primary screen, RMG-I cells, single concentration; SteadyGlo, 24 h; inhibition, % at 12.6 µM; actives 1.2% (n = 360,000); AID 652154, 2013;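 active = mean replicate inhibition at least 60% with every replicate also reaching 60%; inconclusive = only one of the two criteria is met; inactive = mean below 60% and not all replicates reaching 60%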;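 note: luciferase light reporting Pax8 driven TPO promoter activity; plate controls were median of neutral control wells for no effect and mitoxantrone controls for full effect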
* = called active by the depositor; ? = inconclusive; · = not tested or not shown; & = joins results of further samples.

SMILES	GSIS activator	XiGFP reactiv	DENV2 CPE rescue	EWS-Fli inh	ARNT-TACC3 inh	CFTR F508del cor	ERp5 block	PAX8 reporter
O=C(O)CC12CC3CC(C1)CC(n1ncc(NCC4CCCO4)c(Cl)c1=O)(C3)C2 (stereo not drawn)	-2	0.0	-7	-2	0	-0.8	-4	30
O=C(NCC1CCCO1)c1ccc(NS(=O)(=O)c2cccc([N+](=O)[O-])c2)cc1 (stereo not drawn)	3	0.3	2	1	-7	-3.8	5	11
O=C(NC1CCCC1)N1CC(=O)N2[C@H](C1)[C@@H](c1ccc(-c3cccc(F)c3)cc1)[C@@H]2CO	-16	-0.1	-2	-1	·	-1.3	-2	1
CC(=O)c1cccc(NC(=O)c2cccc3ccccc23)c1	7	0.1	5	·	-3	0.0	5	-15
CCOC(=O)/C(=C\c1ccc(OC)c(OC)c1)C(=O)c1cccnc1	-37	0.0	-7	-3	-1	-0.4	-2	15
CCC1(c2ccc(F)cc2)NC(=O)N(CC(=O)N2CCN(C(=O)c3cccs3)CC2)C1=O (stereo not drawn)	-14	0.1	-1	-5	4	-1.1	-9	-5
C[C@@H]1CN([C@H](C)CO)C(=O)c2cc(NC(=O)Nc3ccccc3)ccc2O[C@H]1CN(C)C	-4	0.1	2	·	·	-4.7	5	4
C[C@@H]1CN([C@@H](C)CO)C(=O)c2cc(NC(=O)NC3CCCCC3)ccc2O[C@@H](C)CCCCO[C@H]1CN(C)C(=O)c1ccncc1	8	-1.3	-5	-5	-7	0.3	·	0
CCOc1ccc(NC(=O)CSC2=NCCN2)cc1	-10	-0.1	3	0	-2	·	-2	19
C[C@@H]1CN([C@H](C)CO)C(=O)c2cc(NC(=O)Nc3ccccc3)ccc2O[C@@H](C)CCCCO[C@@H]1CN(C)Cc1ccccc1	-24	0.1	-2	-4	0	2.2	1	24
CCN(CC(=O)Nc1cc(Cl)ccc1C)C(=O)CN1C(=O)NC2(CCCC2)C1=O	-3	0.2	-2	2	-4	0.5	2	6
COCCCn1c(=NC(C)=O)c(C#N)cc2c(=O)n3cccc(C)c3nc21	16	1.5	9	-10	·	·	-1	-8
COc1ccc(CC(=O)N2N=C(C)CC2(O)c2cccnc2)cc1OC (stereo not drawn)	9	0.1	-10	0	-11	-1.8	-3	-5
CC(=O)Nc1ccc(S(=O)(=O)N2CCC3(CC2)OCCO3)cc1	4	0.2	14	·	·	1.5	0	-4
O=C(Nc1ccccc1C(=O)Nc1nncs1)c1ccccc1	-3	0.2	-1	-3	-16	-1.7	4	4
Cc1noc(C)c1S(=O)(=O)Nc1ccc2c(c1)C(=O)N([C@H](C)CO)C[C@@H](C)[C@@H](CN(C)Cc1ccncc1)OCCCC[C@@H](C)O2	-3	0.0	-1	3	8	0.9	5	-9
COc1ccc2c3c([nH]c2c1)[C@@H](CO)N(C(=O)c1ccccc1)CC31CCN(Cc2cccnc2)CC1	-14	0.3	9	-24	·	-0.1	1	·
COc1ccc(CN(C(=O)c2snc(C(N)=O)c2N)C(CC(C)C)C(=O)NC2CCCCC2)cc1 (stereo not drawn)	-43	0.2	6	17	-1	0.5	0	11
COc1ccc(OC)c(N(/C(N)=N/c2nc(C)cc(C)n2)S(=O)(=O)c2ccc(NC(C)=O)cc2)c1	-6	0.1	0	-7	0	-0.1	2	-8
COc1cccc(/C=C2\C=C(c3ccc(C)cc3)OC2=O)c1OC(C)=O	17	0.1	-2	-38	·	1.2	-1	-28
Cc1occc(=O)c1OCc1ccc(F)cc1	·	0.0	0	5	2	2.0	3	8
CCOc1ccc(S(=O)(=O)NCc2cccnc2)c2ccccc12	23	·	-2	5	1	1.8	-1	4
O=C(Nc1ccc2c(c1)OCO2)c1cc2nc(C3CC3)cc(C(F)(F)F)n2n1	·	·	-2	-23	4	-0.5	1	·
C[C@@H]1CN([C@@H](C)CO)C(=O)c2cc(C#CCN(C)C)cnc2O[C@H]1CN(C)C(=O)c1cccc(F)c1	21	-0.8	13	-10	-4	4.4	-5	·
O=C(COC(=O)c1ccc(F)cc1F)NC(=O)Nc1ccc2c(c1)OCCO2	9	0.1	-5	-23	8	1.4	5	-21

More structures follow.
SMILES	GSIS activator	XiGFP reactiv	DENV2 CPE rescue	EWS-Fli inh	ARNT-TACC3 inh	CFTR F508del cor	ERp5 block	PAX8 reporter
Cc1noc(C)c1COc1ccccc1C(=O)Nc1cccc(S(=O)(=O)N(C)C)c1	6	0.0	11	14	9	0.7	0	·
CCC(C(=O)Nc1cccc(S(=O)(=O)N(C)c2ccccc2)c1)c1ccccc1 (stereo not drawn)	-6	0.1	19	4	-3	-2.0	·	19
C[C@H](CO)N1C[C@H](C)[C@@H](CN(C)Cc2ccc(-c3ccccc3)cc2)Oc2ccc(NC(=O)c3ccncc3)cc2CC1=O	-36	-1.0	11	26	7	-1.5	-2	32
C[C@H](CO)N1C[C@H](C)[C@H](CN(C)C(=O)c2cccc(F)c2)Oc2ncc(/C=C/c3ccccc3)cc2C1=O	-16	-1.3	-4	-11	11	3.4	-1	0
CSc1ccc(CN(C)C(=O)c2cc(S(=O)(=O)NCc3ccccc3)ccc2C)cc1	-11	0.2	?	22	2	-1.2	3	26
CCCCNC(=S)N(C)/N=C/c1ccccc1F	-19	-0.1	·	·	-25	·	·	-1
CC(C)NC(=O)Nc1cccc2c1O[C@H](CN(C)S(C)(=O)=O)[C@@H](C)CN([C@H](C)CO)C2=O	26&8	0.0&0.0	-12&-13	1&11	-4&-1	1.2&-0.2	-5&-12	-3&-39
C[C@@H]1CN([C@H](C)CO)C(=O)Cc2cc(NC(=O)CCCCCC(=O)Nc3ccccc3N)ccc2O[C@H]1CN(C)C(=O)Nc1ccc(F)cc1	-9	-1.3	12	-6	·	-2.2	9	·
Clc1cccc(CNc2ccn3nc(-c4ccccc4Cl)cc3n2)c1	-23	-0.1	8	-7	·	3.6	1	-28
COc1ccccc1-c1ccc(C2[C@H]3CNC[C@@H]2N3Cc2cc(-c3ccccc3)on2)cc1 (stereo partly drawn)	-2	0.0	3	6	·	-0.2	3	-1
Cc1noc(C)c1COC(=O)C(c1ccccc1)c1ccccc1	14	0.7	4	0	-7	0.1	-3	-5
C=CC[C@@H](CC(=O)OC(C)(C)C)C(=O)OC[C@H]1CCCN1C(=O)[C@@H](CC=C)CC(=O)NCCO	·	0.1	-2	1	-1	-1.3	-4	1
COc1ccc2c3c(n(C)c2c1)[C@@H](CO)N(C(=O)CC1CC1)CC31CN(Cc2nccs2)C1	-1	0.3	-2	0	·	-1.5	-4	·
COc1cccc(N2CCN(C(=O)CC(C)(C)CC3=NS(=O)(=O)c4ccccc4N3)CC2)c1	1	0.1	-3	0	3	1.6	2	23
COCC(=O)N1CC2(CN(Cc3ccc(OC)cc3)C2)c2c([nH]c3cc(OC)ccc23)[C@H]1CO	24	0.3	-3	0	·	2.3	6	·
Cc1cc(C)c(NC(=O)CNC(=O)COC(=O)C2=COCCO2)c(C)c1	6	-0.1	5	-2	-3	-3.2	-1	4
Cc1ccc(S(=O)(=O)N2CCN(CC(=O)N/N=C\c3ccc(O)c(O)c3)CC2)cc1	7	-0.1	-1	1	1	-2.1	-5	-9
COc1ccc2[nH]c(=O)c(CN(c3ccc(C)c(C)c3)S(C)(=O)=O)cc2c1	0	0.0	-4	6	-1	1.4	0	16
CC(=O)c1cccc(N(CC(=O)Nc2ccc(F)cc2)S(C)(=O)=O)c1	-5	-0.1	·	·	-7	·	·	-9
CCC(=O)N1[C@@H](CO)[C@H](c2ccc(-c3cccc(F)c3)cc2)[C@@H]1CNC(C)=O	1	0.2	5	-2	-7	-3.1	·	3
CCOc1ccc(NC(=S)NC(=O)c2cnn(CC)c2)c([N+](=O)[O-])c1	3	-0.1	15	9	0	-0.7	-3	3
COc1cccc2cc(-c3cc(=O)oc4ccc(OCC(C)=O)cc34)oc12	24	0.0	-4	19	5	2.7	2	41
O=C(NC1CCCCC1)c1cc(S(=O)(=O)N2CCOCC2)ccc1Cl	15	0.1	-5	·	8	-3.3	-4	-7
Cc1ccc(C(=O)Nc2ccccc2C(=O)NCc2cccnc2)cc1	3	-0.1	-7	·	-5	1.5	0	2
CC(=O)c1cccc(N(C(=O)c2ccccn2)C(C(=O)NC2CCCCC2)c2ccccc2)c1 (stereo not drawn)	9	0.3	0	4	1	-0.1	3	10

(further entries)
SMILES	GSIS activator	XiGFP reactiv	DENV2 CPE rescue	EWS-Fli inh	ARNT-TACC3 inh	CFTR F508del cor	ERp5 block	PAX8 reporter
COc1cccc(CNC(=O)CNC(=O)c2cccs2)c1	7	0.0	3	-11	-8	1.4	11	11
O=C(C[C@H]1CC[C@H]2[C@@H](COC[C@@H](O)CN2C(=O)c2cnccn2)O1)NCc1ccccc1	24	0.2	7	-3	-34	-1.1	-4	-15
CCOc1ccc(NC(=O)c2cccc(NC3=NC4CS(=O)(=O)CC4S3)c2)cc1 (stereo not drawn)	27	0.0	1	-2	-1	-1.5	-4	-8
CCOc1ccc(OCC(=O)NCCS(=O)(=O)N2CCN(c3ccc(F)cc3)CC2)cc1	0	0.0	-1	4	-2	-0.7	2	18
Cc1cc(OC(=O)c2ccccc2Br)c([N+](=O)[O-])c(=O)[nH]1	2	0.4	-2	-4	-12	2.8	5	-26
O=C(N/N=C/c1cccc([N+](=O)[O-])c1)c1cc(-c2ccccc2)nc2ccccc12	2	0.2	0	-4	5	-0.7	-1	-3
Cc1ccnc2nc(C(=O)OCC(=O)NCCc3ccc(Cl)cc3)nn12	-14	0.1	·	·	-5	·	·	-9
CC(C)NC(=O)N(C)C[C@@H]1Oc2c(NC(=O)c3ccncc3)cccc2C(=O)N([C@@H](C)CO)C[C@H]1C	28	0.1	-6	-6	-3	-3.3	-2	-18
CN(C)c1ccc(/C=N/NC2=NS(=O)(=O)c3ccccc32)cc1	31	0.0	-2	-4	5	0.4	-1	7
NNC(=S)NCc1ccco1	0	0.1	12	-5	14	·	-8	-22
COC(=O)c1cccc(Nc2ccc([N+](=O)[O-])cn2)c1	-3	0.0	6	-4	22	-2.3	4	-32
Cc1ccccc1-n1c(C)cc(/C=C2/C(=N)N3C(c4ccccc4)=CSC3=NC2=O)c1C	3	0.0	?	-7	1	·	6	0
Cc1onc(-c2ccccc2)c1C(=O)N/N=C/c1cc2c(cc1Br)OCO2	-22	0.6	·	·	5	·	·	21
COc1cc(NC(=S)Nc2ccc(Br)cc2Cl)c(OC)cc1Cl	-17	0.5	·	·	-4	·	·	10
CCN(C(=O)c1ccco1)c1nnc(-c2cccnc2)s1	9	0.1	-4	-85	1	-5.4	3	-164
COc1cccc(S(=O)(=O)N2CC[C@H]3[C@@H](CO)N(C)c4ccc(C#Cc5cccnc5)cc4[C@H]32)c1	-1	0.2	-8	13	7	5.3	-6	9
